STK33 inh: human STK33 kinase inhibition; Q9BYT3; actives 0.44% (n = 27,000); AID 2322; ADP-Glo luminescence, MBP substrate; inhibition, % at 12.5 µM; in the data active = inhibition above about 20%
Target sequence (Q9BYT3 whole entry, looked up): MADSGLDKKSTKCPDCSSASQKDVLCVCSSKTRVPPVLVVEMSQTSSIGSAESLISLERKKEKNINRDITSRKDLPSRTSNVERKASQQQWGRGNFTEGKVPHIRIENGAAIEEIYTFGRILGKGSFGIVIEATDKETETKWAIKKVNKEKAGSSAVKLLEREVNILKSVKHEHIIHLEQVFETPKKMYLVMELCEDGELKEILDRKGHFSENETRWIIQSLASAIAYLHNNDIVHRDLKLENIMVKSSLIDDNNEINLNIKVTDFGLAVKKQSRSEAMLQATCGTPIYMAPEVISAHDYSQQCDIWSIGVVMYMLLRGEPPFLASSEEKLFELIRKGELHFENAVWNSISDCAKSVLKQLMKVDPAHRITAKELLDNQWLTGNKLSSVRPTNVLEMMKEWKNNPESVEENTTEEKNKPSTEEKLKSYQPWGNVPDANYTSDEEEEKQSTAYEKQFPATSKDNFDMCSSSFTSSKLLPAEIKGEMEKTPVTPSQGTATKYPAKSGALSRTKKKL
p53 PUMA act: re-activators of the mutant p53 pathway; actives 1.5% (n = 28,000); AID 624151; SW480 PUMA-promoter luciferase, p53 mutant reactivation; activation, % at 9.98 µM; in the data active = activation above about 52%
Starred values were filed as active, the others as inactive; . = not tested or not shown. Not all compounds are listed; count on the stated rates, not on these rows.

Sample of the layout, two compounds:
SMILES	STK33 inh	p53 PUMA act
Cc1noc(C)c1S(=O)(=O)Nc1ccc2c(c1)C(=O)N([C@@H](C)CO)C[C@@H](C)[C@@H](CN(C)C(=O)Nc1ccc(F)cc1)O2	0	11
CC(C)(C)C(=O)c1cn(CC(=O)Nc2ccccc2)c2ccccc12	-3	-11

The whole of this part (from the top)
SMILES	STK33 inh	p53 PUMA act
Cc1noc(C)c1S(=O)(=O)Nc1ccc2c(c1)C(=O)N([C@@H](C)CO)C[C@@H](C)[C@@H](CN(C)C(=O)Nc1ccc(F)cc1)O2	0	11
CC(C)(C)C(=O)c1cn(CC(=O)Nc2ccccc2)c2ccccc12	-3	-11
Cc1ccc(S(=O)(=O)Nc2ccc3c(c2)CC(=O)N([C@H](C)CO)C[C@H](C)[C@@H](CN(C)Cc2ccncc2)O3)cc1	.	4
COC(=O)[C@@]1(Cc2ccccc2)COC(c2ccc(OCCCO)cc2)=N1	1	.
C[C@@H]1CN([C@H](C)CO)C(=O)c2cc(NC(=O)c3ccncc3)ccc2O[C@@H](C)CCCCO[C@H]1CN(C)Cc1ccncc1	.	1
CC(=O)NCCc1nc2cc(NC(=O)c3ccco3)ccc2n1C	-1	16
CN(CC(=O)Nc1cccc(I)c1)S(=O)(=O)c1ccc(Cl)cc1	-2	2
Cc1ccc(S(=O)(=O)N(C)C[C@@H]2Oc3ccc(NC(=O)Nc4ccc(C(F)(F)F)cc4)cc3C(=O)N([C@@H](C)CO)C[C@@H]2C)cc1	3	.
CNC[C@H]1Oc2ccc(NC(=O)Cc3ccccc3)cc2C(=O)N([C@@H](C)CO)C[C@@H]1C	3	.
NNC(=O)CNC(=O)c1ccccc1	-1	.
CCSc1ncc(Cl)c(C(=O)Nc2sc3c(c2C(=O)NCC2CCCO2)CCCC3)n1 (configuration not stated)	-3	8
Cc1noc(C)c1NC(=O)N(C)C[C@@H]1Oc2ccc(NC(=O)Nc3ccc(C(F)(F)F)cc3)cc2CC(=O)N([C@H](C)CO)C[C@@H]1C	-2	.
N#CC1=C(N)OC(C2CC2)=C(C#N)C1c1ccccc1Cl (configuration not stated)	1	.
O=C(COc1cc(O)c2c(=O)cc(-c3ccccc3)oc2c1)c1cccc([N+](=O)[O-])c1	8	41
CC(=O)NCCc1nc2ccccc2n1Cc1ccccc1	1	-12
COc1ccc(CN(C)C[C@@H]2Oc3ccc(NS(=O)(=O)c4ccc(Cl)cc4)cc3C(=O)N([C@@H](C)CO)C[C@H]2C)cc1	.	-8
C[C@H]1CCCCO[C@H](CN(C)C)[C@@H](C)CN([C@@H](C)CO)C(=O)c2cc(NC(=O)Nc3ccc4c(c3)OCO4)ccc2O1	.	4
Cc1cc(NC(=O)c2nn3cccnc3c2Cl)no1	-1	5
C[C@@H]1CN([C@@H](C)CO)S(=O)(=O)c2ccc(C#Cc3ccccn3)cc2O[C@H]1CN(C)Cc1cccc(F)c1	.	-49
CCC(=O)Nc1cccc(NC(=O)COc2c(C)cc(C)cc2Br)c1	0	36

In a second layout: entries from further up.
| Structure | STK33 inh | p53 PUMA act |
| --- | --- | --- |
| Cc1noc(C)c1S(=O)(=O)Nc1ccc2c(c1)C(=O)N([C@@H](C)CO)C[C@@H](C)[C@@H](CN(C)C(=O)Nc1ccc(F)cc1)O2 | 0 | 11 |
| CC(C)(C)C(=O)c1cn(CC(=O)Nc2ccccc2)c2ccccc12 | -3 | -11 |
| Cc1ccc(S(=O)(=O)Nc2ccc3c(c2)CC(=O)N([C@H](C)CO)C[C@H](C)[C@@H](CN(C)Cc2ccncc2)O3)cc1 | . | 4 |
| COC(=O)[C@@]1(Cc2ccccc2)COC(c2ccc(OCCCO)cc2)=N1 | 1 | . |
| C[C@@H]1CN([C@H](C)CO)C(=O)c2cc(NC(=O)c3ccncc3)ccc2O[C@@H](C)CCCCO[C@H]1CN(C)Cc1ccncc1 | . | 1 |
| CC(=O)NCCc1nc2cc(NC(=O)c3ccco3)ccc2n1C | -1 | 16 |
| CN(CC(=O)Nc1cccc(I)c1)S(=O)(=O)c1ccc(Cl)cc1 | -2 | 2 |
| Cc1ccc(S(=O)(=O)N(C)C[C@@H]2Oc3ccc(NC(=O)Nc4ccc(C(F)(F)F)cc4)cc3C(=O)N([C@@H](C)CO)C[C@@H]2C)cc1 | 3 | . |
| CNC[C@H]1Oc2ccc(NC(=O)Cc3ccccc3)cc2C(=O)N([C@@H](C)CO)C[C@@H]1C | 3 | . |
| NNC(=O)CNC(=O)c1ccccc1 | -1 | . |
| CCSc1ncc(Cl)c(C(=O)Nc2sc3c(c2C(=O)NCC2CCCO2)CCCC3)n1 (configuration not stated) | -3 | 8 |

Going on with the list:
SMILES	STK33 inh	p53 PUMA act
CNC[C@H]1Oc2ccc(NC(=O)CCN3CCOCC3)cc2CC(=O)N([C@@H](C)CO)C[C@H]1C	1	-9
COc1ccc(OC)c(NC(=O)CSc2nc(C)cc(=O)[nH]2)c1	10	1
CCN(CC)CCCC(C)Nc1nc(C)cc(Nc2ccc3nc(C)cc(N)c3c2)n1 (configuration not stated)	.	-34
C[C@H]1CN([C@@H](C)CO)C(=O)CCCn2nncc2CO[C@H]1CN(C)Cc1ccc(Cl)c(Cl)c1	0	.
C[C@H]1CN([C@@H](C)CO)C(=O)CCCn2cc(nn2)CO[C@@H]1CN(C)Cc1cccc(O)c1	-6	.
CCCCc1ccc2nc(NC(=O)OC)[nH]c2c1	-3	.
CNC[C@@H]1Oc2c(NC(=O)Nc3ccc(F)cc3)cccc2C(=O)N([C@H](C)CO)C[C@@H]1C	1	.
COC(=O)COc1ccc(NC(=O)c2ccc(OC)c([N+](=O)[O-])c2)cc1	1	0
C/C=C/c1cnc2c(c1)C(=O)N([C@@H](C)CO)C[C@H](C)[C@H](CN(C)C(=O)c1cnccn1)O2	.	4
CCOC(=O)N(C)C[C@H]1OCc2cnnn2CCCC(=O)N([C@H](C)CO)C[C@H]1C	-7	.
COc1ccccc1-n1nnnc1SCC(=O)Nc1ccccc1F	2	-3
C[C@@H]1CN([C@H](C)CO)C(=O)CCCn2cc(nn2)CO[C@@H]1CN(C)S(=O)(=O)c1ccc2ccccc2c1	4	.
C[C@H](CO)N1C[C@H](C)[C@@H](CN(C)C(=O)Nc2cccc3ccccc23)Oc2ccc(NC(=O)Nc3ccc(C(F)(F)F)cc3)cc2CC1=O	.	-55
COc1cc(CC2COC(c3ccc(O)c(OC)c3)C2COC2OC(CO)C(O)C(O)C2O)ccc1O (configuration not stated)	-3	-60
CCc1cc2c(=O)c(-c3nc(C)cs3)c(CCC(=O)O)oc2cc1O	1	-19
C[C@H]1CN([C@@H](C)CO)C(=O)Cc2cc(NS(=O)(=O)c3cn(C)cn3)ccc2O[C@@H]1CN(C)S(C)(=O)=O	-2	.
C[C@@H]1CN([C@H](C)CO)C(=O)Cc2cc(NS(C)(=O)=O)ccc2O[C@H]1CN(C)Cc1ccncc1	-3	.
COc1ccc(CN2C(=O)c3cccc4cccc(c34)C2=O)cc1S(=O)(=O)N1CCCCCC1	-2	-31
CC(C)NC(=O)N(C)C[C@@H]1Oc2ncc(C3=CCCCC3)cc2C(=O)N([C@@H](C)CO)C[C@@H]1C	.	2
COc1ccc(NC(=O)Nc2ccc3c(c2)CC(=O)N([C@H](C)CO)C[C@H](C)[C@H](CN(C)C)O3)cc1	1	6
C[C@H](CO)N1C[C@H](C)[C@H](CN(C)C(=O)Cc2ccncc2)Oc2ncc(C#Cc3ccccc3F)cc2C1=O	.	0
C[C@H](CO)N1C[C@H](C)[C@@H](CN(C)Cc2ccccc2)Oc2c(NS(=O)(=O)c3cn(C)cn3)cccc2C1=O	.	18
COc1ccc(NC(=O)N(C)C[C@@H]2Oc3c(NS(=O)(=O)c4cccs4)cccc3C(=O)N([C@@H](C)CO)C[C@H]2C)cc1	.	0
CNC[C@@H]1OCCCC[C@@H](C)Oc2ccc(NC(=O)Nc3c(C)noc3C)cc2C(=O)N([C@H](C)CO)C[C@@H]1C	-2	.
CCCN(CCC)CCc1cccc2c1CC(=O)N2	4	0
NC(=O)CSc1nc2ccccc2[nH]1	2	-18
CCN(CC(=O)Nc1cccc(OC)c1)S(=O)(=O)c1ccc2ccccc2c1	-2	11
Cc1ccc(S(=O)(=O)Nc2ccc3c(c2)CC(=O)N([C@@H](C)CO)C[C@H](C)[C@@H](CN(C)Cc2ccccc2)O3)cc1	0	.
C[C@@H]1CN([C@H](C)CO)C(=O)c2cc(NS(=O)(=O)c3cn(C)cn3)ccc2O[C@@H](C)CCCCO[C@H]1CN(C)C(=O)Nc1ccccc1	.	14
COc1ccccc1C(=O)NCCCn1cc(Br)c(C)n1	-2	-6
CSc1cccc(NC(=O)CNS(=O)(=O)c2c(C)cc(C)cc2C)c1	-3	4
C=CCN1C(=O)C(O)(CC(=O)c2ccc(C)o2)c2ccccc21 (configuration not stated)	7	10
CC(C)CC#Cc1cnc2c(c1)C(=O)N([C@@H](C)CO)C[C@H](C)[C@H](CN(C)C(=O)Nc1ccccc1F)O2	.	14
C[C@@H]1CN([C@@H](C)CO)C(=O)c2cccc(NC(=O)Nc3ccc(F)cc3)c2O[C@H]1CN(C)S(=O)(=O)c1ccc(Cl)cc1	.	-4
C[C@H](CO)N1C[C@H](C)[C@@H](CN(C)C(=O)c2ccc3c(c2)OCO3)Oc2ncc(C#Cc3ccccc3F)cc2C1=O	.	-11
C[C@@H]1CCCCO[C@@H](CN(C)C(=O)Cc2ccccc2)[C@@H](C)CN([C@H](C)CO)C(=O)c2cc(NC(=O)c3ccncc3)ccc2O1	-3	0
C=C1CC[C@@H]2[C@](C)(CO)[C@H](O)CC[C@@]2(C)[C@@H]1CC(O)C1=CCOC1=O (some centres not stated)	-1	1
CCC[C@@H](O)[C@H](O)[C@@H]1CC(OC)=CC(=O)O1	5	2
Oc1c(Cl)cc(Cl)cc1C1Nc2cc(C(F)(F)F)ccc2-n2cccc21 (configuration not stated)	-8	.
CCCc1cc(=S)sc(N)n1	.	2
Cc1c(Cl)cccc1NC(=O)COc1ccc(C(=O)Nc2cccc(C(F)(F)F)c2)cc1	-1	-30
c1ccc(OCCSc2nnc3n(-c4ccccc4)c4ccccc4n23)cc1	1	5
CNC[C@@H]1Oc2ccc(NS(=O)(=O)c3cccs3)cc2C(=O)N([C@H](C)CO)C[C@H]1C	0	.
C[C@@H]1CN([C@H](C)CO)C(=O)Cc2cc(NC(=O)Cc3ccccc3)ccc2O[C@@H]1CN(C)C(=O)NC1CCCCC1	-1	5
Cc1ccc(S(=O)(=O)Nc2ccc3c(c2)CC(=O)N([C@@H](C)CO)C[C@H](C)[C@@H](CN(C)C(=O)NC(C)C)O3)cc1	0	.
CS(=O)(=O)N(CC(=O)Nc1c(F)cccc1F)c1cccc([N+](=O)[O-])c1	0	-3
COc1ccc(NC(=O)COc2cc(C)c(Br)cc2C)c([N+](=O)[O-])c1	0	3
C[C@H]1CN([C@@H](C)CO)C(=O)CCCn2cc(nn2)CO[C@@H]1CN(C)S(=O)(=O)c1ccc(Cl)cc1	1	6
Cc1noc(C)c1NC(=O)N(C)C[C@@H]1Oc2c(NS(C)(=O)=O)cccc2C(=O)N([C@H](C)CO)C[C@H]1C	.	0
N#Cc1c(SCC(=O)Nc2c(Cl)cccc2Cl)nc2c(c1-c1cccnc1)CCC2	1	-5
O=C(CSc1nnc(-c2ccncc2)n1-c1ccccc1)Nc1ccc(Br)cc1C(F)(F)F	3	-7
C[C@@H]1CN([C@H](C)CO)C(=O)Cc2cc(NC(=O)Nc3ccc(C(F)(F)F)cc3)ccc2O[C@H]1CN(C)Cc1ccc2c(c1)OCO2	0	.
C[C@@H]1CN([C@H](C)CO)C(=O)c2cccc(NS(=O)(=O)c3cn(C)cn3)c2O[C@H]1CN(C)S(=O)(=O)c1cn(C)cn1	.	-2
C[C@@H]1CN([C@H](C)CO)C(=O)Cc2cc(NC(=O)c3ccncc3)ccc2O[C@H]1CN(C)C(=O)NC1CCCCC1	-1	13
Cc1noc(C)c1NC(=O)N(C)C[C@H]1Oc2c(NC(=O)Nc3ccc(C(F)(F)F)cc3)cccc2C(=O)N([C@@H](C)CO)C[C@@H]1C	.	-3
C[C@@H]1CN([C@H](C)CO)C(=O)CCCn2cc(nn2)CO[C@@H]1CN(C)C(=O)Nc1ccnc(N2CCOCC2)c1	4	13
C[C@@H]1CCCCO[C@H](CN(C)C(=O)Nc2cccc3ccccc23)[C@@H](C)CN([C@H](C)CO)C(=O)c2cc(NS(=O)(=O)c3ccccc3)ccc2O1	-1	.
Cc1noc(C)c1S(=O)(=O)Nc1ccc2c(c1)C(=O)N([C@H](C)CO)C[C@H](C)[C@H](CN(C)S(C)(=O)=O)OCCCC[C@@H](C)O2	2	.
c1ccc(OCCCc2nc(-c3ccccn3)no2)cc1	1	69*
COc1ccc(S(=O)(=O)Nc2cccc3c2O[C@@H](CN(C)S(=O)(=O)c2cccs2)[C@@H](C)CN([C@@H](C)CO)C3=O)cc1	.	12
Later entries
SMILES	STK33 inh	p53 PUMA act
C[C@@H]1CCCCO[C@H](CN(C)C(=O)Nc2cccc3ccccc23)[C@@H](C)CN([C@@H](C)CO)C(=O)c2cc(NC(=O)CCC(F)(F)F)ccc2O1	.	-14
CCc1ccc(OCC(=O)Nc2cccc(-c3nc4cc(Cl)ccc4o3)c2C)cc1	-1	32
COc1ccc(S(=O)(=O)Nc2cccc3c2O[C@H](CN(C)S(=O)(=O)c2ccc(F)cc2)[C@H](C)CN([C@@H](C)CO)C3=O)cc1	.	8
Clc1ccc(Sc2ccc(-c3ccccn3)s2)cc1	-2	.
O=C(CSc1nc2sc3c(c2c(=O)[nH]1)CCC3)Nc1ccccc1C(F)(F)F	-4	-1
C[C@@H]1CCCCO[C@@H](CN(C)C(=O)Nc2ccc(F)cc2)[C@@H](C)CN([C@H](C)CO)C(=O)c2cc(NC(=O)Cc3ccccc3)ccc2O1	1	.
Cc1noc(C)c1NC(=O)N(C)C[C@H]1Oc2ccc(NC(=O)Nc3ccc4c(c3)OCO4)cc2C(=O)N([C@@H](C)CO)C[C@H]1C	-3	1
C=C1C[C@@H]2COC(=O)[C@]2(Cc2ccc3ccccc3c2)C1	.	28
COc1ccc(-c2nnc(SCc3ccc(OC)c([N+](=O)[O-])c3)n2-c2ccccc2)cc1	4	9
C[C@H](CO)N1C[C@H](C)[C@H](CN(C)Cc2ccc3c(c2)OCO3)OCCCC[C@H](C)Oc2ccc(NS(=O)(=O)c3ccccc3)cc2C1=O	.	-17
CCOC(=O)C1=C(C)NC(=S)NC1c1cccc(O)c1 (configuration not stated)	-5	.

From PubChem
